HIF-2a inh – blocks HIF-2a reporter activity. 786-0 RCC cells HIF-2a reporter, luciferase luminescence, overnight. inhibition, % at 18.8 µM. 360,000 tested, 0.72% active;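 active = inhibition of the luminescence signal of 40% or more relative to plate controls, in a single-dose primary screen at 18.75 µM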
NR2E3 ag-1 – NR2E3 (human) agonism. GST-NR2E3/biotin-RetCOR TR-FRET, 1536-well. inhibition of corepressor binding, % at 4.78 µM. 320,000 tested, 0.12% active. AID 2300. Q9Y5X4;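 active = percent inhibition above the cutoff of mean plus 3 SD of all tested compounds, set per screening campaign, cut at about 20% in these data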;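 note: 0% = DMSO wells and 100% = biotin wells as full block of FRET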
Target sequence (Q9Y5X4 whole entry, looked up): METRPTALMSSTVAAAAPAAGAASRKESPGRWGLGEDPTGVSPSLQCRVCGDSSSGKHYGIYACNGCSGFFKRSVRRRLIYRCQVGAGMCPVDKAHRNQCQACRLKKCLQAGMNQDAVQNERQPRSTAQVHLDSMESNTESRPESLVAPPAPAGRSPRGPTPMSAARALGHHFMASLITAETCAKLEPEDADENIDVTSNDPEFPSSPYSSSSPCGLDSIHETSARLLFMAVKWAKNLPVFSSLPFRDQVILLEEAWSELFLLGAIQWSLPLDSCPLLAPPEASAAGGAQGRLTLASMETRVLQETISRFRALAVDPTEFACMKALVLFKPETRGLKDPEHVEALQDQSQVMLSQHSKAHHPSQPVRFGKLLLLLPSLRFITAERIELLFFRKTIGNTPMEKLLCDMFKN
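System: GST-tagged NR2E3 plus biotinylated RetCOR corepressor; Amount: 1.35 nM GST-tagged NR2E3 final; Dosing: single nominal compound dose of 4.8 µM; Schedule: 5 h incubation at 4 °C; Technique: TR-FRET with europium anti-GST and streptavidin-D2, 340 nm excitation; Controls: biotin wells as high control, 0.6% DMSO wells as low control.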
Peg3 promoter – inhibitors of Peg3 promoter | HeLa PEG-Prom luciferase reporter, luminescence, overnight | inhibition, % at 20 µM | 360,000 tested, 1.7% active;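 active = inhibition of at least 50% at 20 µM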
Granule exo inh – blocks lytic granule exocytosis. TALL-104 LAMP-1 surface exposure, flow cytometry; cells stimulated with thapsigargin and PMA. inhibition, % at 10 µM. AID 651702. 360,000 tested, 0.66% active;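 active = inhibition above about 55%, limit read from the data; inconclusive = no clear call, values can overlap the other calls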
CaV13 ICDI inh – Disruptors of the CACNA1D IQ motif to Ca2+-dependent inactivation inhibitor domain association, primary screening, Förster resonance energy transfer in intact living … | HEK cells, CFP/YFP FRET ICDI-IQ, plate reader, 10 min; percent FRET-ratio fall versus neutral wells | inhibition, % at 12.3 µM | 340,000 tested, 0.098% active;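 active = mean replicate inhibition of at least 30% and at least 1% of replicates passing that level; inconclusive = only one of the two criteria is met; inactive = neither criterion is met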;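 note: 0% = median of the neutral control wells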
aDG glyco up – increases alpha dystroglycan glycosylation; AID 624168; 360,000 tested, 0.22% active; activation, % at 10 µM; Pro5-aDG cells, alpha-DG glycosylation AlphaScreen (IIH6); 0% Pro5, 100% B10-LARGE cell signal;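 active = activation of at least 8% versus controls, or a plate z-score of at least 8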;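 note: Pro5 are CHO cells carrying HIG-tagged alpha-DG that lacks glycosylation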
PDI turbidity – inhibitors of human protein disulfide isomerase; P07237; PDI insulin aggregation turbidity, A650, 90 min; inhibition, % at 10 µM; 350,000 tested, 0.052% active;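 active = mean inhibition across replicates of 30% or more, whatever share of single replicates reach that level; inconclusive = mean inhibition below 30% while every single replicate reaches 30%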;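 note: absorbance from insulin aggregation driven by PDI reduction with DTT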
Target sequence (P07237 whole entry, looked up): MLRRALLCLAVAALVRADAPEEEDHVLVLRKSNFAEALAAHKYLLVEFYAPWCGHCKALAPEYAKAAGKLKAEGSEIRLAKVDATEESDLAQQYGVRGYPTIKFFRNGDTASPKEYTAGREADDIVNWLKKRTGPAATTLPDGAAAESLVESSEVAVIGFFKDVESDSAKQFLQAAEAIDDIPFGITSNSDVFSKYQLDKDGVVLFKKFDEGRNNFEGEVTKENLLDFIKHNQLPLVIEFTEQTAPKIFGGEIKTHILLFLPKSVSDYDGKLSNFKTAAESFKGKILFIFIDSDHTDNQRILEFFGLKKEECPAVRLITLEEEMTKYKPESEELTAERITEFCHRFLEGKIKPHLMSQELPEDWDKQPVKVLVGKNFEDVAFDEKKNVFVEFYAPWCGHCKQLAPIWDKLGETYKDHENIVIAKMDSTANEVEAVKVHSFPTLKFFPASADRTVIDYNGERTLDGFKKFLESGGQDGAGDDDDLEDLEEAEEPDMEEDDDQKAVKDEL
iPSC survival up – hiPSC single-cell survival enhancement; ATPlite luminescence; 100% = ROCK inhibitor wells, 0% = DMSO; 360,000 tested, 0.044% active; survival enhancement, % at 20 µM; in the data active = survival enhancement above about 18%;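 note: cells exposed to compounds for 16 hours before the ATP read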
NR2E3 ag-2 – agonists of human NR2E3 nuclear receptor; AID 602229; inhibition of corepressor binding, % at 3.98 µM; CHO-S Gal4-NCOR/VP16-NR2E3 two-hybrid, luciferase; 360,000 tested, 0.35% active;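 active = inhibition above the mean of all tested compounds plus 3 SD, cut at about 70% in these data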;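 note: 0% = DMSO with NR2E3 transfected cells and 100% = cells lacking NR2E3 construct; higher means lower luciferase signal from less NR2E3 corepressor binding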
Vif imaging – blocks HIV Vif function | HEK293T cells, Vif self-association by quenched fluorescence, imaging, 24 h | inhibition, % at 7.49 µM | 340,000 tested, 0.35% active | AID 602346; in the data active = inhibition above about 50%, passing the limit was not always enough; inconclusive = no clear call, values can overlap the other calls; inactive = below about 31%; note: some results filed as inactive read as strong as hits
MITF TRPM1 inh – MITF TRPM1 promoter inhibition in SK-MEL-5 cells | SK-MEL-5 TRPM1 promoter luciferase, 24 h | 330,000 tested, 0.83% active | AID 488899 | inhibition, % at 12.5 µM;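 active = mean inhibition across replicates of 60% or more, whatever share of single replicates reaches that level; inconclusive = some that reach 60%, reason not given; inactive = mean inhibition across replicates below 60%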; note: values of inactives mirror those of a sister screen read the other way
* marks the source's active call; other numbers are inactive results; ? = inconclusive; nt = no result given.

SMILES	HIF-2a inh	NR2E3 ag-1	Peg3 promoter	Granule exo inh	CaV13 ICDI inh	aDG glyco up	PDI turbidity	iPSC survival up	NR2E3 ag-2	Vif imaging	MITF TRPM1 inh
CCc1nc(SCC(=O)Nc2nnc(CC)s2)c2c(C)c(C)sc2n1	7	0	17	-4	-7	-0.2	-2	-1.2	2	2	3
Cc1ccccc1OCC(O)CN1CCN(C)CC1 (stereo not given)	9	4	9	0	-3	-0.4	4	-2.1	-7	8	6
O=C(CSCC(=O)OCC(=O)c1ccc(Br)cc1)Nc1ccc(Br)cc1	12	2	6	-2	-5	0.1	6	-4.2	12	4	3
CC(C)(C)n1nc2c(c1NC(=O)c1ccc(S(=O)(=O)N3CCCC3)cc1)CS(=O)C2 (stereo not given)	6	2	4	-1	1	0.1	4	-1.8	-16	0	-11
CCCCN(C(=O)c1cc(-c2ccc(F)cc2)nc2ccccc12)c1c(N)n(CCCC)c(=O)[nH]c1=O	21	nt	38	-5	-7	0.0	12	0.2	-32	-4	69*
CC(=O)Cn1nnc2sc(-c3ccccc3)cc2c1=O	-283	-1	-267	-14	3	0.3	5	-0.3	-141	-9	-88
COc1ccccc1C(=O)Nc1nc(-c2cccs2)c(NC(C)=O)s1	-202	2	-189	-1	-4	-0.5	7	-3.1	-97	?	-47
O=[N+]([O-])c1ccccc1OCCN1CCOCC1	-3	0	-8	0	-4	-0.2	1	-0.5	-37	6	-9
O=C(COc1ccc2c3c(c(=O)oc2c1)CCCC3)NCC(O)c1ccccc1 (stereo not given)	7	1	15	14	-6	-0.5	3	0.0	3	8	-1
COc1ccc(C2=NN(C(=O)CSc3nc(=O)n4ccc(C)cc4n3)C(c3ccc(C)cc3)C2)cc1 (stereo not given)	-6	-4	1	-3	-5	-0.1	-4	-0.1	3	-12	-3
COc1ccc(C#Cc2ccc3c(c2)O[C@@H](CN(C)C(=O)Nc2cccc(OC)c2)[C@H](C)CN([C@@H](C)CO)S3(=O)=O)cc1	-2	nt	14	0	-7	2.1	5	-2.6	-29	-18	nt
Cc1nc2c(C)cccn2c(=O)c1NC(=O)c1ccc(Br)o1	17	-2	11	-16	-3	0.2	-1	-0.4	-14	-14	8
O/C(=C\Sc1nnc(Cc2ccccc2)o1)c1ccc(Br)cc1	10	4	20	-6	nt	-0.1	0	-1.1	-10	0	-11
Cc1ccc(-c2nc(C=Nc3cccc(C)c3)c(O)o2)cc1	-126	0	-63	-8	-13	0.0	17	-0.8	11	9	-19
CC(C)c1ccc(NC(=O)C2Cc3c(-c4cccc(F)c4)ccnc3O2)cc1 (stereo not given)	8	nt	18	17	-3	-0.1	2	2.5	-16	-12	nt
Cc1ccc(CN2C(=O)CCC2C(=O)NCCCN2CCCCC2C)cc1 (stereo not given)	21	-1	0	-3	nt	-0.2	11	-1.3	-8	-1	-13
CCN1CCN(c2ccc(S(=O)(=O)N3CCOCC3)cc2NC(=O)CCC(C)C)CC1	-2	3	4	2	-5	-0.2	-2	0.3	12	-1	2
O=C(CN1CCN(C(=O)N2CCCCC2)CC1)Nc1ccc(F)cc1	-7	-1	13	0	-10	0.0	5	-1.3	-11	4	1
CCOC(=O)c1ccc(-c2ccc(C=O)o2)cc1	-207	0	-178	22	-14	-0.1	-5	-0.4	-217	-13	-59
NS(=O)(=O)c1ccc(-n2nncc2C23CC4CC(CC(C4)C2)C3)cc1	-22	0	-1	-2	nt	-0.1	-2	-0.3	-17	-1	0
CN(C1CCCCC1)S(=O)(=O)c1cccc2nsnc12	6	-1	-4	1	-7	-0.1	6	1.9	-12	0	11
CCCCN(C(=O)c1ccc(Cl)cc1)C1CC2CCC(C1)N2C (stereo not given)	1	1	-28	-5	-6	-0.2	-4	0.0	17	-6	-7
NC(=O)CC(c1ccccc1)c1ccco1 (stereo not given)	10	1	-15	-3	-5	-0.2	-13	-0.4	-20	5	-3
O=C(Nc1ccc(Cl)c(S(=O)(=O)N2CCOCC2)c1)C1CCCC1	11	nt	4	3	-6	0.2	-19	-0.4	5	-6	5
O=C(Cn1c(=O)n(Cc2ccccc2)c(=O)c2cc(Cl)ccc21)NCC1CCCO1 (stereo not given)	8	6	13	4	-4	-0.1	-11	-0.4	1	3	5
CCC/C(O)=C1\C(=O)CCCC1=NC(C)C(=O)O (stereo not given)	-2	0	-17	2	nt	-0.1	8	1.9	-9	4	4
O=C(c1cnc2n(c1=O)CCS2)N(c1ccccc1)C1CCCCC1	6	3	4	4	nt	-0.1	3	-1.9	4	-4	5
COc1cc(CNCCO)ccc1OCCc1ccccc1	-93	0	-30	31	-5	-0.2	3	-0.2	-39	2	-13
COc1ccc2cc(C3CC(c4cccs4)=NN3C(C)=O)c(Cl)nc2c1 (stereo not given)	9	1	40	-6	-3	0.0	23	0.6	-10	-6	-3
Cc1cc(C)cc(NC(=O)C2CCCCN2S(=O)(=O)c2ccccc2)c1 (stereo not given)	3	nt	-11	-2	-6	0.1	-1	0.7	-2	3	nt

3 compounds from above, arranged by SMILES length, lowest first.
SMILES	HIF-2a inh	NR2E3 ag-1	Peg3 promoter	Granule exo inh	CaV13 ICDI inh	aDG glyco up	PDI turbidity	iPSC survival up	NR2E3 ag-2	Vif imaging	MITF TRPM1 inh
NC(=O)CC(c1ccccc1)c1ccco1 (stereo not given)	10	1	-15	-3	-5	-0.2	-13	-0.4	-20	5	-3
CC(=O)Cn1nnc2sc(-c3ccccc3)cc2c1=O	-283	-1	-267	-14	3	0.3	5	-0.3	-141	-9	-88
COc1ccccc1C(=O)Nc1nc(-c2cccs2)c(NC(C)=O)s1	-202	2	-189	-1	-4	-0.5	7	-3.1	-97	?	-47

Further entries.
SMILES	HIF-2a inh	NR2E3 ag-1	Peg3 promoter	Granule exo inh	CaV13 ICDI inh	aDG glyco up	PDI turbidity	iPSC survival up	NR2E3 ag-2	Vif imaging	MITF TRPM1 inh
O/N=C\c1ccc2noc(-c3ccc(Cl)cc3)c2c1	-28	2	9	-2	-4	0.0	-1	2.6	-13	9	-20
CCS(=O)(=O)c1ccc(-c2cccc(NC(=O)c3ccc(Br)o3)c2)nn1	-8	-2	1	-8	-4	-0.1	-12	-0.2	-9	-1	12
CCCCn1c(SCC(=O)NNC(=O)c2ccccc2)n[nH]c1=O	2	nt	9	1	-3	-0.1	-10	-0.4	-2	12	-1
Nc1nc2c(ncn2[C@@H]2O[C@H](CNCC3=Cc4cc(O)ccc4OC3)[C@@H](O)[C@H]2O)c(=O)[nH]1	8	nt	6	0	-6	-0.1	nt	0.5	-14	nt	nt
CC1(C)C(C=C(Cl)Cl)C1C(=O)NC(O)C(=O)c1ccccc1 (stereo not given)	11	1	4	-9	-4	0.0	-6	-0.4	-15	-2	8
C(=C\c1ccccc1)/CN1CCN(c2ncnc3c2oc2ccccc23)CC1	-46	1	11	4	-4	1.6	0	1.4	98*	-13	5
CCCn1c(N)c(N(CCOC)C(=O)c2cccc(F)c2)c(=O)[nH]c1=O	8	-5	-2	-1	-5	-0.1	-7	4.6	27	-2	5
Cc1cc(C)c2nc(N(CCN(C)C)C(=O)c3ccc(S(=O)(=O)N(C)CC4CCCO4)cc3)sc2c1 (stereo not given)	-39	4	-36	-1	-8	0.5	4	-0.5	-1	7	4
O=C(NCCOC(=O)c1c(F)cccc1Cl)c1c(F)cccc1Cl	10	nt	19	4	-4	0.1	-21	-0.2	15	-5	-2
Cc1cc(/C=N/N2CCN(C)CC2)c(C)n1-c1ccccc1F	-14	0	-38	8	2	0.4	-8	5.2	12	22	-18
CN(Cc1ccc(F)cc1)Cc1nc(CCc2ccccc2)no1	15	-2	12	-3	-2	-0.2	-5	0.3	5	-11	-2
Cc1cc(S(=O)(=O)N2CCCCC2CCNC(=O)C(=O)NC2CC2)ccc1F (stereo not given)	12	0	10	-4	-2	0.0	2	-0.4	-43	-1	5
CCc1nc2ccc(C(=O)Nc3ccc(OC)c(OC)c3)cn2c1N(C)Cc1ccc(N(C)C)cc1	-17	nt	-10	0	-7	0.0	5	-0.6	23	-5	nt
CCCC(=O)Nc1sc2c(c1C(=O)OCC)CC(C)(C)OC2	7	3	13	3	-2	0.0	-4	0.1	9	5	11
CSc1nnc(C)c(=O)n1COC(=O)c1cc(Cl)ccc1[N+](=O)[O-]	4	1	13	-10	4	-0.1	2	-0.8	-10	-6	-6
N#C/C(=N\Nc1ccccc1[N+](=O)[O-])C(=N)N1CCCCC1	-256	-1	-176	-7	-3	-0.1	1	-1.5	-159	1	-51
CN1C(C(=O)NCc2ccc(OC(F)(F)F)cc2)CC2Cn3c(nc4cc(Cl)c(Cl)cc43)C21 (stereo not given)	-6	-1	-18	-10	-10	0.1	-5	4.3	14	-2	-4
Cc1ccc(Cn2ccnc2SCC(=O)NC2CCCC2)cc1	1	1	1	4	-1	0.0	0	-0.3	-20	nt	9
C=CCN(Cc1ccc(OC)c(OC)c1)C(=O)c1cc2cc(F)ccc2[nH]1	-13	-2	-13	-12	-7	0.1	-5	-0.5	1	0	3
Cc1cccc(N2CCN(C(=O)/C=C/c3cccs3)CC2C)c1 (stereo not given)	-24	0	12	-1	-6	-0.2	3	2.8	6	0	5
CCC(=O)Nc1ccc2c(c1)nc1n2CCN(CCOC)C1	12	-1	8	2	-2	-0.1	8	1.5	7	-4	3
O=C(/C=C/c1cccs1)Nc1ccc(N2CCOCC2)c(S(=O)(=O)Nc2ccccc2Cl)c1	-77	2	-44	2	-2	-0.4	3	-1.4	-30	-8	-8
Clc1ncccc1-c1nnn(-c2ccccc2)n1	-210	-2	-406	0	-4	-0.2	-5	-2.9	-127	-6	nt
CC(=O)SC(C[N+](=O)[O-])c1cn(C(C)=O)c2ccccc12 (stereo not given)	46*	2	106*	4	nt	0.2	-2	-3.4	-7	0	106*
Cc1ccc(OCC(=O)OCC(=O)NC2CCS(=O)(=O)C2)cc1C (stereo not given)	18	nt	3	5	-5	0.0	-4	4.1	-25	5	nt
COc1ccc(C(=O)Oc2cc(C)[nH]c(=O)c2[N+](=O)[O-])c(OC)c1	7	3	4	-7	-5	0.1	-14	-1.9	-20	29	nt
CCc1ccccc1N(CC(=O)NC(C)C)C(=O)CCC(=O)Nc1nccs1	21	2	3	0	-5	0.0	-4	-0.5	-11	-14	3
Cc1cc(C)c(S(=O)(=O)N2CCN(C(=O)C3CCCO3)CC2)c(C)c1 (stereo not given)	20	2	13	-2	-6	0.4	0	-0.1	1	0	nt
CCCOc1cccc(CN2CCCCC2c2cccnc2)c1 (stereo not given)	9	2	17	-3	-6	0.2	-5	4.0	-10	-3	0
Cc1nc(-c2cccs2)sc1C(=O)NN	16	-2	-3	3	-19	-0.2	-8	-0.4	3	0	8
